# HEK293 tox = Cytotoxic Profiling in HEK 293 Cell Line of Diverse Libraries Using Quantitative High-Throughput Screening. HEK 293 viability, ATP luminescence (CellTiter-Glo), 48-72 h. Potency, µM (doses to about 115 µM), without a hit: top-dose activity change, negative = cytotoxicity, most hits filed as inhibitors. 94,000 compounds, 6.6% hits; further: potency means the concentration at half of the fitted maximal effect; nearly all actives have a fitted effect of over 60% in size
#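 Read-out: CellTiter-Glo ATP luminescence. Cells: HEK 293, 250 cells/well. Exposure: 48 or 72 hr, 37 degree Celsius.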
# SNCA expr inh = Primary qHTS assay for inhibitors of alpha-synuclein gene (SNCA) expression; HEK-293 SNCA-luciferase knock-in, luminescence, 24 h; Potency, µM (highest dose often 57.2 µM), for the others: at the top dose activity change, negative = inhibition, actives largely listed as inhibitors; 140,000 compounds, 0.17% hits; AID 1671194, 2021;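 further: potency means the concentration at half of the fitted maximal effect; plate controls were DMSO cells for no effect and cell-free wells for full effect; nearly all actives have a fitted effect of over 45% in size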
# IP6K1 inh = Primary qHTS assay for small molecule inhibitors of Inositol hexaphosphate kinase 1 (IP6K1); activity change, % (series mostly up to about 58 µM); IP6K1 kinase, ADP-Glo luminescence, 2 h; hits give low values; 140,000 compounds, 0.81% hits; in the data active means activity change below about -25%
# Target sequence (Q92551 whole entry, looked up): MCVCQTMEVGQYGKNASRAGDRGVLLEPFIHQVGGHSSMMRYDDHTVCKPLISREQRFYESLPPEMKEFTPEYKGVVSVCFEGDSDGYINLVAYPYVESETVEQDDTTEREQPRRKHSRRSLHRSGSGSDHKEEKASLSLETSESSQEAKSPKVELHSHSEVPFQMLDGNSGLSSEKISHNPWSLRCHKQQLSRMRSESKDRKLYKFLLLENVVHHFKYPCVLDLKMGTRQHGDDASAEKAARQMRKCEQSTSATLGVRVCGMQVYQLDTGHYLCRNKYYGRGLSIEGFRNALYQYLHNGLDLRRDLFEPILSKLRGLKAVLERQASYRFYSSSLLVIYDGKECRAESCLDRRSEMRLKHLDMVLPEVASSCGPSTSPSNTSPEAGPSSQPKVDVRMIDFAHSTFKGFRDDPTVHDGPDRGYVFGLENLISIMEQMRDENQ
#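 ADP-Glo luminescence measures ADP made by human IP6K1 during a 2 h RT reaction with ATP/IP6 (mix at 1.3 mM/130 uM); top library doses 57.5 and 19.1 uM final.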
# GPT2 inhibitor = Primary qHTS assay for inhibitors of Glutamate pyruvate transaminase 2 (GPT2). Recombinant GPT2, coupled pyruvate oxidase/HRP Amplex Red fluorescence. Potency, µM (highest dose often 57.7 µM), without a hit: at the top dose activity change, negative = inhibition, most hits filed as inhibitors. 100,000 compounds, 0.25% hits. AID 1671188, 2021; further: potency means the concentration at half of the fitted maximal effect; nearly all actives have a fitted effect of over 60% in size; many of its hits are not listed in these tables
# Target sequence (Q8TD30 whole entry, looked up): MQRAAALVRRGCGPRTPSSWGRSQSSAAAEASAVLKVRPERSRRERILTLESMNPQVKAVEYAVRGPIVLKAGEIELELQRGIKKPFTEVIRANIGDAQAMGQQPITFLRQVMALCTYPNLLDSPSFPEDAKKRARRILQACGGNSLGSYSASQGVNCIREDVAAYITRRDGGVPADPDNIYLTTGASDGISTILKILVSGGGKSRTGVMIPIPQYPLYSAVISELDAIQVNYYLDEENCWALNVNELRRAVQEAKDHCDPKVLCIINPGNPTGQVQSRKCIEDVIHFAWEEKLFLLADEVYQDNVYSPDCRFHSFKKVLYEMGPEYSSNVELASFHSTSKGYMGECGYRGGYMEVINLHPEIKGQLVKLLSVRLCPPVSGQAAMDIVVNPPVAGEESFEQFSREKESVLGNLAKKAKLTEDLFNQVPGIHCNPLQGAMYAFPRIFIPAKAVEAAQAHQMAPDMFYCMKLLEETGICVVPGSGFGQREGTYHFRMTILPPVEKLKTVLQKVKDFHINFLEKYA
#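 Recombinant GPT2 (10ng/uL) with 250uM a-KG and 2mM L-alanine, 30 min at room temperature, in HEPES pH 7.5 buffer. Pyruvate detected by pyruvate oxidase/HRP/Amplex Red fluorescence after 30 min in the dark; AOA (50uM) as positive control.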
# SNCA viab count = GF-AFC viability counterscreen for inhibitors of alpha-synuclein gene (SNCA) expression. Potency, µM (series often up to 57.1 µM), for inactives: at the highest dose activity change, negative = cytotoxicity, hits mostly cytotoxic. 150,000 compounds, 0.12% hits. AID 1671193, 2021. HEK-293-SNCA-luc viability, GF-AFC fluorescence, 24 h;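 further: potency means the concentration at half of the fitted maximal effect; 0% = DMSO-treated cells and -100% = medium-only wells without cells; nearly all actives have a fitted effect of over 30% in size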
#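 HEK-293-SNCA-luc cells (1500/well) plated 24 h, then exposed 24 h to a dilution series; GF-AFC added 30 min at 37C, fluorescence 405/540 nm; normalised to medium-only and DMSO wells, Hill fit.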
# NIH3T3 tox = Cytotoxic Profiling in NIH 3T3 Cell Line of Diverse Libraries Using Quantitative High-Throughput Screening; NIH 3T3 viability, CellTiter-Glo ATP luminescence, 48-72 h; Potency, µM (doses to about 96.7 µM), without a hit: at the highest dose activity change, negative = cytotoxicity, usual class: inhibitors; 94,000 compounds, 4.3% hits; AID 1345082, 2018; further: potency means the concentration at half of the fitted maximal effect; nearly all actives have a fitted effect of over 55% in size
#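 Mouse fibroblast NIH 3T3 cells, 400 per well, received compound via pintool and were incubated for 48 or 72 hr prior to CellTiter-Glo ATP luminescence measurement.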
# Luciferase inh = Firefly luciferase inhibition profiling of diverse chemical library using quantitative high-throughput screening; Luciferin 4-monooxygenase (Photinus pyralis), P08659; purified P. pyralis luciferase, luminescence, biochemical; Potency, µM (series often up to 115 µM), for the others: at the highest dose activity change, negative = inhibition, hits mostly inhibitors; 76,000 compounds, 2.5% hits; AID 1347043, 2019; further: potency means the concentration at half of the fitted maximal effect; nearly all actives have a fitted effect of over 65% in size
#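 Inhibitors were tested against purified firefly luciferase in a biochemical, low-substrate format (both substrates at 10uM) and luminescence measured with a CCD imager.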
# Active calls of the source: *; i = inactive; ? = inconclusive; · = not tested or not shown; [ ] = another dose, or the depositor's remark. Unless noted, the call rests on the fitted dose curve; in most records, active means well fitted curve in the direction sought with a large enough effect; inconclusive means small, poorly fitted or top-dose-only effect, or another doubt; inactive means no such curve, though single readings can be large; an effect the other way counts as inactive or inconclusive. Unless noted, on the % scale 0 is the no-effect control and ±100 the full control effect.
SMILES,HEK293 tox,SNCA expr inh,IP6K1 inh,GPT2 inhibitor,SNCA viab count,NIH3T3 tox,Luciferase inh
Cc1cnc(CC2CCCN(C(=O)c3ccnn3C)C2)n1C(C)C (centres undefined),-19%,-2%,-14,-7%,6%,-6%,-12%
O=C(NCc1cccs1)c1nc(-c2ccccc2)c2ccccn12,?,?,12,0%[88.5 µM],-7%[87.6 µM],?,-8%[172 µM]
O=C(c1ccccn1)N1CCCC(c2nc(C3CCOCC3)no2)C1 (centres undefined),1%,-3%,0,1%,-1%,i,-4%
C#CCN(C)Cc1nc(C2(O)CCN(C(=O)c3ccc(F)cc3)CC2)cs1,-6%[172 µM],2%[87.6 µM],8,-26%[88.5 µM],-3%[87.6 µM],-13%[174 µM],-4%[172 µM]
COc1ccc(Cl)cc1NS(=O)(=O)c1ccc2c(c1)NC(=O)CC(=O)N2,·,-29%,-4,·,0%,·,·
Cc1nn(C)cc1CN1C[C@@H](COCC(N)=O)[C@H](c2ccncc2)C1,?,-2%,-7,-8%,1%,-4%,1%
CCS[C@H]1CCN2C(=O)c3cc(-c4cc(Cl)ccc4OC)ccc3NC(=O)[C@H]12,?,-10%[87.6 µM],0,4%[88.5 µM],0%[87.6 µM],?,2%[172 µM]
CC(C)CN(CCCNC(=O)c1cc(=O)[nH]c2ccc(S(=O)(=O)N3CCCC3)cc12)CC(C)C,·,2%,7,·,0%,·,·
O=C(Nc1ccn(Cc2c(F)cccc2C(F)(F)F)n1)c1c(F)cccc1F,·,·,-13,i,?,·,·
CN(C)c1ccc(NC(=O)c2cc(-c3ccc(C(F)(F)F)cc3)nc3c2cnn3C)cc1,-3%,·,-11,·,·,-31%,·
COc1cccc(C2C=C(c3ccccc3)Nc3c(C(=O)Nc4ccccc4)cnn32)c1OC (centres undefined),·,32%[activator],14,·,8%,·,·
COc1ccc(OC)c(NC(=O)CSC2=Nc3ccccc3C3=NC(CC(=O)NCc4ccc(F)cc4)C(=O)N23)c1 (centres undefined),·,-7%,-1,·,-9%,·,·
Clc1ccc(C2CN(c3cc(C4CC4)ncn3)CCO2)cc1 (centres undefined),25µM*,5%,17,-27%,-16%,?,-1%
Cc1ccc(C2Cn3cnc(C(=O)N4CCC(C(=O)NC(C)c5ccccc5)CC4)c3CO2)cc1 (centres undefined),-9%,71%[activator],0,i,-5%,-3%,28µM*
Cc1cc(C)n(CCC(=O)N2CCC(N3C[C@H](O)C[C@H]3C(=O)NC3CCCCC3)CC2)n1,2%,13%,34,i,9%,0%,14%
Cc1nnc(N2CCC(C(=O)NCCc3ccccc3)CC2)c2nn(-c3ccc(Cl)cc3)c(C)c12,·,0%,15,·,4%,·,·
O=S1(=O)CCC(S(=O)(=O)NC2CCCC2)C1 (centres undefined),15%,-19%,-12,-4%,2%,i,0%
COCCN1CCCC2(CCN(C(=O)c3ccc(F)c(Cl)c3)C2)C1=O (centres undefined),-23%,?,-9,i,-7%,-25%,0%
COc1ccc(N2C(=O)CS(=O)(=O)C23C(=O)N(Cc2ccccc2F)c2ccccc23)cc1Cl (centres undefined),·,12%,20,·,-6%,·,·
Cc1nc(C2CCCN(C(=O)C(C)(C)N)C2)cc(N2CCOCC2)n1 (centres undefined),-14%,?,-6,-15%,2%,-23%,-12%
Cn1nccc1C(=O)NC1CCN(c2cc(-c3ccccc3)[nH]n2)CC1,?,6%,21,-12%,1%,-16%,-1%
Cc1ccc(Cl)cc1-n1c(=O)c2sc3ccccc3c2n(CC(=O)NC2CCCC2)c1=O,·,?,-4,·,?,·,·
CC(=O)NC(C)c1nnc2n1CCN(C(=O)c1ccccc1)C2 (centres undefined),-9%[172 µM],·,12,·,·,-27%[138 µM],·
CCN1CCN(C(=O)c2cn3cc(-c4cccnc4)sc3n2)CC1,i,-18%[87.6 µM],27,-5%[88.5 µM],-1%[87.6 µM],-17%[138 µM],·
Cc1ccc(Cn2cc(-c3ccncc3)cc2C(=O)NCc2ccc(N(C)C)cc2)cc1,45µM*,9%,1,-9%,3%,?,5%
COC(=O)c1c(NC(=O)COc2c(C)cccc2C)sc2c1CCCC2,·,29%,2,·,4%,·,·
COCCNC(=O)c1ccc2c(c1)N(C)C(CC(=O)Nc1ccc(N)nc1)CO2 (centres undefined),2%,7%,9,i,-3%,-18%,3%
O=C(c1ccc(F)cc1)N1CC(Oc2ccc(-c3nc(-c4ccccc4)no3)cc2)C1,?,1%,8,i,-2%,-13%,-22%
COc1ccc([C@@H](NC(=O)c2ccc3cccc(F)c3n2)C2CC(O)C2)cn1 (some centres undefined),-18%,-9%,14,-4%[11.5 µM],4%,-40%,3%
COc1ccc(N2Cc3cccc(C(=O)Nc4cc(C)cc(C)c4)c3C2=O)cc1,·,15%,11,·,-25%,·,·
CCN1CCCC2(CCN(C(=O)NCCc3ccccc3F)C2)C1=O (centres undefined),-6%,89%[activator],0,i,-6%,-8%,-10%
CC(C)(C)C(=O)N1CCn2c(nnc2[C@@H]2C[C@@H](O)CN2Cc2ccccc2)C1,4%,8%,-18,2%,1%[12.5 µM],-13%,-9%
Cc1ccc(S(=O)(=O)c2nnn3c2nc(N(C)Cc2ccccc2)c2cc(Cl)ccc23)cc1C,·,21%,25,·,15%,·,·
COc1ccc(/C=C\c2onc(C)c2S(=O)(=O)N2CCC(C(=O)Nc3cccc(C)c3C)CC2)cc1,·,30%,19,·,9%,·,·
COc1cc2c(cc1OC)C(COc1ccc3c(C)cc(=O)oc3c1)N(C(=O)c1cc(Cl)ccc1OC)CC2 (centres undefined),·,7%,-9,·,3%,·,·
Cc1ccc(CC(=O)N2CCC(CC(=O)NCc3ccccc3)C2)cc1 (centres undefined),-24%,5%,-12,5%,-14%[12.5 µM],-6%,-11%
Cc1ccc(-c2cn3c(n2)sc2cc(C(=O)NCCCN4CCCCCC4)ccc23)cc1,·,?,0,·,?,·,·
CN1CCC(Nc2nc(Nc3ccc(Oc4ccccc4)cc3)c3c(=O)[nH]cc(Br)c3n2)CC1,·,·,-41*,i,?,·,·
COc1ccc(Cl)cc1NC(=O)N1CCN(S(=O)(=O)c2ccc3c(ccn3C)c2)CC1,·,?,17,·,10%,·,·
COC(=O)c1ccccc1NC(=O)CSc1n[nH]c(CC(C)C)n1,·,3%,-11,·,-6%,·,·
COc1ccc(-c2noc(CSc3nc(N)cc(=O)[nH]3)n2)cc1,·,68%[activator],22,·,?,·,·
Cc1cccc(N2CCN(C(=O)CN3C(=O)COc4ccc(S(=O)(=O)N5CCC(C)CC5)cc43)CC2C)c1 (centres undefined),·,1%,-10,·,-11%,·,·
CCOc1ccc(NC(=O)Cn2c(=O)n(CC(=O)NCc3ccccc3Cl)c(=O)c3sccc32)cc1,·,?,14,·,40%,·,·
O=C(Nc1ccc(F)cc1)c1ccc(Cn2nc(N3CCN(c4ccccc4)CC3)ccc2=O)o1,·,?,27,·,-27%,·,·
Cc1ccc(-c2nnc(SCC(=O)c3ccc(Cl)cc3)n2-c2ccccc2)cc1,·,?,22,·,7%,·,·
CN(C)c1ccc(C(CNC(=O)COc2ccccc2)N2CCOCC2)cc1 (centres undefined),·,13%,-4,·,8%,·,·
COc1ccc(Cn2ccnc2SCC(=O)NCc2ccco2)cc1,·,39%[activator],-10,·,-2%,·,·
CS(=O)(=O)N1CCC(C2CCN(C(=O)c3ccc(F)c(Cl)c3)C2)CC1 (centres undefined),i,0%,-4,i,-1%[12.5 µM],-7%,9%
CC1CCN(c2nc3ccc(C(=O)NCc4ccccc4)cc3s2)CC1,·,187%[activator],-10,·,9%,·,·
CC(c1cccs1)N(C)C(=O)c1ccc(Cl)cn1 (centres undefined),-19%[172 µM],14%[87.6 µM],-2,i,-3%[87.6 µM],-28%[138 µM],-3%[172 µM]

# The list goes on.
SMILES,HEK293 tox,SNCA expr inh,IP6K1 inh,GPT2 inhibitor,SNCA viab count,NIH3T3 tox,Luciferase inh
O=C(CSc1n[nH]c(-c2ccccc2Cl)n1)N1CCN(c2ccccc2)CC1,·,2%,27,·,12%,·,·
Cc1ccccc1-c1cnc2[nH]cc(CC(=O)N3CCOCC3)c2c1,112µM*,-18%[87.6 µM],-17,i,-11%[87.6 µM],-55%[138 µM],-15%[172 µM]
COc1ccc(Cl)cc1NC(=O)CSC1=Nc2ccccc2C2=NC(CCC(=O)NCc3ccc(F)cc3)C(=O)N12 (centres undefined),·,-5%,21,·,-23%,·,·
CN1Cc2cccn2CC1CNC(=O)c1nccn1C (centres undefined),?,0%,-1,-13%,-14%,-22%,-8%
Oc1cccc(-c2nc(N3CCOCC3)c3oc4ncccc4c3n2)c1,·,?,·,i,-9%[87.6 µM],·,·
COC(=O)[C@@H](Cc1cccnc1)NC(=O)[C@H]1CN(C(=O)c2cccnc2)CCN1S(=O)(=O)c1ccccc1,4%,-14%,-5,1%,-4%,-1%,-3%
CN(C)c1cc(CC2CC(=O)N(c3ccccc3)C2)ncn1 (centres undefined),-19%,26%,3,5%,18%,-9%,-11%
C=C1C[C@]23C[C@H]1CC[C@H]2[C@]1(C)CCC[C@@]2(CO)C(=O)O[C@H]([C@H]21)[C@@H]3O,·,·,10,?,-23%,·,·
Nc1nc(C2CC(NC(=O)Cc3ccc4c(c3)OCO4)C2)cc(=O)[nH]1 (centres undefined),3%,1%,-7,-6%,6%,4%,9%

# An excerpt from above in order of length of the SMILES, largest number first.
SMILES,HEK293 tox,SNCA expr inh,IP6K1 inh,GPT2 inhibitor,SNCA viab count,NIH3T3 tox,Luciferase inh
COC(=O)[C@@H](Cc1cccnc1)NC(=O)[C@H]1CN(C(=O)c2cccnc2)CCN1S(=O)(=O)c1ccccc1,4%,-14%,-5,1%,-4%,-1%,-3%
COc1ccc(Cl)cc1NC(=O)CSC1=Nc2ccccc2C2=NC(CCC(=O)NCc3ccc(F)cc3)C(=O)N12 (centres undefined),·,-5%,21,·,-23%,·,·
Nc1nc(C2CC(NC(=O)Cc3ccc4c(c3)OCO4)C2)cc(=O)[nH]1 (centres undefined),3%,1%,-7,-6%,6%,4%,9%
CN(C)c1cc(CC2CC(=O)N(c3ccccc3)C2)ncn1 (centres undefined),-19%,26%,3,5%,18%,-9%,-11%
CN1Cc2cccn2CC1CNC(=O)c1nccn1C (centres undefined),?,0%,-1,-13%,-14%,-22%,-8%

# Bioassay records: PubChem, National Center for Advancing Translational Sciences (NCATS)
